Screens: PubChem, several laboratories
Rtt109 HAT inh: inhibitors of C. albicans Rtt109/Vps75 HAT, primary screen, biochemical, ThioGlo CoA-SH fluorescence, plate reader; Histone acetyltransferase RTT109 (Candida albicans (strain SC5314 / ATCC MYA-2876)), …; purified Rtt109/Vps75, 4 h; inhibition, % at 34.9 µM; hit rate 0.16% among 330,000; AID 540336, 2011;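 active = inhibition of at least 50% in every replicate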
Target sequence (Q5AAJ8 whole entry, looked up): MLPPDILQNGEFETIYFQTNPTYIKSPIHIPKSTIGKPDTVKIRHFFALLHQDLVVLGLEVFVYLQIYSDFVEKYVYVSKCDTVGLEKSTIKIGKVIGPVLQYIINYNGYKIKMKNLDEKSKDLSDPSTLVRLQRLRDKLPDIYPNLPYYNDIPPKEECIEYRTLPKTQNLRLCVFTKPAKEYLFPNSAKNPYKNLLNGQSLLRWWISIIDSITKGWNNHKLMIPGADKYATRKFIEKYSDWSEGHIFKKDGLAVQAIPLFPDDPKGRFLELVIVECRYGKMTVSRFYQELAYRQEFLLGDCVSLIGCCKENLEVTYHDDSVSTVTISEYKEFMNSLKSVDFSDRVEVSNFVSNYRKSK
Wnt bcat act: Wnt/beta-catenin pathway activators, primary screen, cell-based, plate reader, single point; Wnt/beta-catenin reporter cell assay, activator; hit rate 1.2% among 300,000; activation, % at 9.35 µM; in the data active = activation above about 30%, passing the limit was not always enough;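 also: 0% = neutral control wells and 100% = positive control wells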
V-ATPase pH: regulators of yeast V-ATPase proton pumping, primary screen, pHLuorin cytosolic pH fluorescence; S. cerevisiae; response, % at 10 µM; hit rate 0.37% among 350,000; AID 504577, 2011; in the data active = response mostly above about 7.3%, no sharp cut-off; inactive = mostly below about 5.4%; also: actives read high; inactives centre near 0; some compounds called inactive have numbers as strong as hits
MITF TRPM1 HTS: activators of MITF-driven TRPM1 promoter reporter, primary screen, cell-based, SK-MEL-5, luciferase, single point. SK-MEL-5 TRPM1-promoter luciferase, 24 h; % of positive control, neutral wells = 0. activation, % at 12.5 µM. hit rate 0.75% among 300,000;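 active = mean activation of at least 80% with every replicate also reaching 80%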;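 also: 0% = neutral control wells and 100% = parthenolide positive control wells; values of inactives mirror those of a sister screen read the other way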
dFosB act: activators of delta FosB homodimer, primary screen, biochemical, fluorescence polarization, TAMRA-CDK5 oligo, single point. purified delta FosB; percent of positive-control signal above neutral wells. AID 493131, 2011. hit rate 0.99% among 340,000. activation, % at 25 µM;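 active = mean activation above about 17%, with every replicate also reaching it, limit read from the data, passing the limit was not always enough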;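 also: fluorescence polarization rise as delta FosB binds a TAMRA Cdk5 AP-1 oligo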
Target sequence (P13346 whole entry, looked up): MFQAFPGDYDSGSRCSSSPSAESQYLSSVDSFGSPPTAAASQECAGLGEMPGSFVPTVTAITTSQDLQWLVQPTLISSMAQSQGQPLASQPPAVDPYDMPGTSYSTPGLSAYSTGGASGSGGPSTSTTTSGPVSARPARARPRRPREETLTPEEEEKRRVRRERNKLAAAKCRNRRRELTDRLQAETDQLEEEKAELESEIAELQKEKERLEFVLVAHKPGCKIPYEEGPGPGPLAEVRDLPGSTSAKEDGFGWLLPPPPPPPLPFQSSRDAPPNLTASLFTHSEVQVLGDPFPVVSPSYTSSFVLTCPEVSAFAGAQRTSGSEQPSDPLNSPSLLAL
Tat export inh: E. coli Tat export inhibitors, primary screen, MC4100, TorA-mCherry reporter, fluorescence, single point; inhibition, % at 10 µM; hit rate 0.036% among 340,000; AID 488895, 2010;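 active = mean replicate inhibition at least 50% and at least half of replicates individually reaching 50%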;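 also: exported cargo escapes ClpAP degradation while cytoplasmic cargo is degraded and loses fluorescence; 0% = median of neutral control wells and 100% = median of NaSCN control wells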
CAL PDZ FP-1: CAL PDZ peptide-binding inhibitors, primary screen, biochemical, fluorescence polarization, Cer-tagged CAL PDZ, HTS. purified CAL PDZ, TMR-peptide fluorescence polarization, 1 h. AID 504414, 2011. Golgi-associated PDZ and coiled-coil motif-containing protein (Homo sapiens), Q9HD26. hit rate 0.02% among 330,000. inhibition, % at 20 µM;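 active = highest replicate inhibition of at least 40%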;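 also: plate controls were DMSO neutral control wells for no effect and unlabeled competitor peptide control wells for full effect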
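Test system: tagged CAL PDZ domain / Buffer or medium: sodium phosphate/NaCl buffer pH 7.4 with TCEP, IgG, Thesit / Reagent: TMR-labelled reporter peptide T*-PRC34 bound in PDZ groove / Compound dosing: single point, 20 µM / Schedule: 1 h incubation at room temperature before polarization reading / Technique: fluorescence polarization (mP) / Benchmarks: unlabelled peptide, DMSO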
CDK5 inh: inhibitors of human CDK5/p35 kinase, primary screen, biochemical, single concentration; Recombinant CDK5/p35, ADP-Glo luminescence, 60 min; Cyclin-dependent kinase 5 (Homo sapiens) + Cyclin-dependent kinase 5 activator 1 (Homo …; inhibition, % at 10 µM; hit rate 0.01% among 330,000;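 active = highest replicate inhibition of at least 50% and at least 75% of replicates reaching 50%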;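 also: plate controls were DMSO neutral control for no effect and GW8510 at 10 µM for full effect; many of its hits are not listed in these tables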
RTF Ca sens act: cardiac RTF calcium sensitivity activators, primary screen, biochemical, IANBD-TnC fluorescence, EC20 calcium | IANBD-labeled TnC RTF fluorescence at EC20 calcium; 0% EC20 calcium, 100% full calcium | Troponin I, cardiac muscle (Homo sapiens) + Troponin T, cardiac muscle (Homo sapiens) + … | hit rate 0.24% among 340,000 | activation, % at 7.2 µM | AID 493008, 2010;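 active = activation above the mean over all tested compounds plus 3 SD, cut at about 30% in these data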;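 also: rise in fluorescence read as greater calcium sensitivity of cardiac thin filaments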
CAL PDZ FP-2: untagged CAL PDZ binding inhibitors, primary screen, biochemical, fluorescence polarization, HTS; hit rate 0.92% among 300,000; AID 602252, 2012; purified CAL PDZ, TMR-peptide fluorescence polarization, 1 h; inhibition, % at 24.9 µM; Golgi-associated PDZ and coiled-coil motif-containing protein (Homo sapiens), Q9HD26;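 active = mean inhibition of at least 30% with at least half of replicates also reaching 30%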;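 also: 0% = DMSO neutral control and 100% = excess unlabeled competitor peptide PRC23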
* marks the source's active call; other numbers are inactive results; · = not tested or not shown. The order is random (roughly 4.1% active in at least one column).

Rtt109 HAT inh	Wnt bcat act	V-ATPase pH	MITF TRPM1 HTS	dFosB act	Tat export inh	CAL PDZ FP-1	CDK5 inh	RTF Ca sens act	CAL PDZ FP-2	compound
23	3	-1	0	-4	-6	0.0	3.9	1	-1	COc1ccc(NC(=O)CSc2nc3ccc(OC)cc3[nH]2)cc1
-4	0	-1	3	5	8	1.2	1.7	0	·	CCSCc1nc(N)nc(NCCc2ccccc2)n1
-2	-1	-5	1	-2	-6	0.2	0.7	-2	-4	C=CCN=C(NC#N)SC
-6	·	-6	-65	-3	-8	-0.1	1.7	6	-3	CCOC(=O)Cc1csc(/N=C/c2c(O)n(-c3ccc(C)c(C)c3)c(=O)c3ccccc23)n1
0	3	0	7	3	0	1.3	-1.0	4	-5	O=C(CCc1ccccc1)Nc1nn[nH]n1
5	·	-4	-1	-8	1	-0.3	1.2	3	6	COc1ccccc1Nc1nc(N)nc(CN2CCN(c3ccccc3)CC2)n1
5	-5	2	10	-2	10	-0.6	-1.0	-8	-13	Cc1noc(NS(=O)(=O)c2ccc(N3C(=O)c4ccccc4C3=O)cc2)c1C
-11	0	-2	16	-7	-2	-2.2	·	-4	-10	COc1cc(OC)c(NS(=O)(=O)c2c(C(=O)N3CCCCC3)c(C)n(C)c2C)cc1Cl
4	-2	-1	-5	-14	1	-1.4	0.5	0	-4	CC(=O)N1N=C(c2c(-c3ccccc3)c3cc(Br)ccc3[nH]c2=O)CC1c1ccco1 (stereo not given)
-3	·	2	7	2	2	1.1	-1.2	-2	-2	CC(CN1CCOCC1)C(=O)O (stereo not given)
-6	-4	2	-3	0	-4	0.6	2.1	-4	-2	CCCn1c(SCC(=O)N2c3ccccc3CCc3ccccc32)nc2c1c(=O)n(C)c(=O)n2C
4	·	1	16	2	3	-1.1	0.5	4	-1	CCCC(C)C(=O)Nc1ccc(Cl)cc1Cl (stereo not given)
-11	-2	-4	13	-8	-1	-0.8	-0.5	-2	4	c1cc(CNC2C3CC4CC(C3)CC2C4)ccn1 (stereo not given)
1	-2	-1	-4	2	8	-0.8	-0.1	-3	-7	C=CCc1cc(C)ccc1OCCCC(C(=O)OCC)C(=O)OCC
-4	0	-5	0	-5	9	-1.9	-2.3	3	-9	O=S(=O)(Nc1ccc(Br)cc1)c1cccc(NS(=O)(=O)c2cccs2)c1

Part of the list above in another layout:
Structure | Rtt109 HAT inh | Wnt bcat act | V-ATPase pH | MITF TRPM1 HTS | dFosB act | Tat export inh | CAL PDZ FP-1 | CDK5 inh | RTF Ca sens act | CAL PDZ FP-2
CC(=O)N1N=C(c2c(-c3ccccc3)c3cc(Br)ccc3[nH]c2=O)CC1c1ccco1 (stereo not given) | 4 | -2 | -1 | -5 | -14 | 1 | -1.4 | 0.5 | 0 | -4
CC(CN1CCOCC1)C(=O)O (stereo not given) | -3 | · | 2 | 7 | 2 | 2 | 1.1 | -1.2 | -2 | -2

(cont.)
Rtt109 HAT inh	Wnt bcat act	V-ATPase pH	MITF TRPM1 HTS	dFosB act	Tat export inh	CAL PDZ FP-1	CDK5 inh	RTF Ca sens act	CAL PDZ FP-2	compound
-7	-1	0	1	-5	0	-1.4	-4.0	4	1	COc1cc(C(=O)NCc2ncccc2C)ccc1OC1CCN(C(C)=O)CC1
-8	0	-2	-6	-4	-17	·	0.5	2	-2	CCN(C(=O)CSc1nnnn1-c1cc(C)ccc1OC)C1CCS(=O)(=O)C1 (stereo not given)
10	-5	-2	-21	0	-2	-2.6	-0.8	-6	-4	CCC(=O)NC(c1ccc(OC)cc1)c1c(O)ccc2ccccc12 (stereo not given)
3	-4	2	5	9	-16	-1.4	-0.6	-5	-3	O=C(NCc1ccc2c(c1)OCO2)C1CCN(S(=O)(=O)c2cccc3nsnc23)CC1
17	0	-1	13	-5	6	0.3	-3.5	-3	-6	Cc1cc(C(=O)N2CCCC(Nc3ccc(F)cc3)C2)n(C)n1 (stereo not given)
-4	·	-5	-22	4	0	-0.4	1.9	-1	0	CC1(C)OC(=O)C(=C2CCCN2)C(=O)O1
·	-2	5	5	6	0	-1.4	1.7	-4	-5	Cc1ccc(SCC(=O)N(C)CC(=O)Nc2cccc(F)c2)c(C)c1
13	-4	2	6	-2	-7	-0.3	0.3	3	·	O=C(Nc1ccccc1N1CCCCC1)c1ccc(N2C(=O)c3ccccc3C2=O)cc1
18	13	-3	-9	-6	0	-0.6	-0.2	-5	51*	COc1ccc(C2(c3ccc(OC)cc3)NC(=O)N(CC(=O)Nc3ccc(OC)c(OC)c3)C2=O)cc1
-4	7	1	24	-1	-3	-1.3	-1.3	-5	-3	O=C(CCC(F)(F)F)N1CCC(CO)(CCc2ccccc2)CC1
4	-1	0	-4	2	7	-1.2	-0.5	4	-2	CCN(CC(=O)NC1CCS(=O)(=O)C1)S(=O)(=O)c1cccc(C(C)=O)c1 (stereo not given)
-7	0	7	6	-5	-1	-1.4	-0.4	-4	-2	CCOC(=O)C1=C(C)NC(SCC(N)=O)=C(C#N)C1c1ccccc1 (stereo not given)
-9	0	-2	-10	-2	-8	-2.3	1.2	-5	-1	CCNC(=S)Nc1scc(-c2ccccc2)c1C(=O)OCC
-7	-7	0	-4	-5	0	-3.8	-1.3	-1	-1	COc1ccc(S(=O)(=O)NNC(=O)c2csc(-n3nc(C)cc3C(F)(F)F)n2)cc1
4	0	1	-6	2	-6	-2.3	-2.0	-1	3	O=C1CN(C(=O)C2CCCC2)CCN1
6	·	0	-1	-6	-2	-2.3	-0.5	3	0	CN1C(=S)SC(N(O)C(=O)Nc2ccccc2)C1(C)C (stereo not given)
3	-1	1	-1	0	7	-1.4	1.8	-8	-3	O=C(CSc1nc(=O)n2ccccc2n1)N1CCCCCC1
2	·	7	3	-6	-4	0.3	0.1	2	-5	O=C(NC1CCCCC1)C1CCN(S(=O)(=O)c2cccs2)CC1
3	-3	-2	-2	-2	-7	-0.5	0.6	-2	-1	CC(OC(=O)C1CC2CCCC(C1)C2=O)C(=O)Nc1cccc([N+](=O)[O-])c1 (stereo not given)
4	-1	2	1	5	2	-1.4	0.0	4	-3	CCOc1ccc(NC(=O)NNC(=O)C(C)Oc2ccccc2OC)cc1 (stereo not given)
0	0	0	7	2	1	-1.5	-6.3	3	-5	CC[C@@]12C(=O)N(c3ccc(C)cc3)C(=O)N1[C@H](c1cccc(C)c1)[C@@H]1C(=O)N(Cc3ccccc3)C(=O)[C@@H]12
2	0	6	3	6	0	-0.3	1.1	-2	·	O=C1NC2=C(C(=O)CCC2)C(c2cccc([N+](=O)[O-])c2)N1 (stereo not given)
3	·	-1	0	0	-6	1.0	1.9	0	-2	CCCN(CCC)C1=N/C(=C\c2ccco2)C(=O)N1c1ccccc1
2	3	1	1	-3	0	-0.4	-0.2	9	-9	C/C(=N\NC(=O)c1c[nH]c2ccccc12)c1ccc(C)o1
-3	10	-2	·	-3	10	-0.1	-8.1	1	-8	Fc1ccc(NC(=S)N2N=CCC2c2ccccc2)cc1 (stereo not given)
0	0	-3	5	-2	3	-1.4	-0.8	3	31*	CSCCC1COC(c2cccs2)=N1 (stereo not given)
-2	-1	3	4	0	-1	-1.2	-0.8	3	2	CCOc1cc(C=O)ccc1OCC(=O)NC(C)(C)C
-1	-2	-3	-27	-12	16	-0.5	-0.7	-6	0	CCO[C@H]1OC(C(=O)Nc2ccccc2)=C[C@@H](c2ccc(C(F)(F)F)cc2)[C@@H]1CCCO
-3	0	-4	10	-3	24	-1.2	-0.9	0	0	CN(CC(=O)c1c(N)n(C)c(=O)n(C)c1=O)c1ccccc1
3	1	-2	-88	3	3	-4.3	·	2	-5	CCN(CC)CCNC(=O)c1cc(-c2cccnc2)nc2ccc(S(=O)(=O)N3CCC(C)CC3)cc12

Random excerpt: four compounds from above
Rtt109 HAT inh	Wnt bcat act	V-ATPase pH	MITF TRPM1 HTS	dFosB act	Tat export inh	CAL PDZ FP-1	CDK5 inh	RTF Ca sens act	CAL PDZ FP-2	compound
·	-2	5	5	6	0	-1.4	1.7	-4	-5	Cc1ccc(SCC(=O)N(C)CC(=O)Nc2cccc(F)c2)c(C)c1
0	0	0	7	2	1	-1.5	-6.3	3	-5	CC[C@@]12C(=O)N(c3ccc(C)cc3)C(=O)N1[C@H](c1cccc(C)c1)[C@@H]1C(=O)N(Cc3ccccc3)C(=O)[C@@H]12
-9	0	-2	-10	-2	-8	-2.3	1.2	-5	-1	CCNC(=S)Nc1scc(-c2ccccc2)c1C(=O)OCC
4	·	1	16	2	3	-1.1	0.5	4	-1	CCCC(C)C(=O)Nc1ccc(Cl)cc1Cl (stereo not given)

Following part.
Rtt109 HAT inh	Wnt bcat act	V-ATPase pH	MITF TRPM1 HTS	dFosB act	Tat export inh	CAL PDZ FP-1	CDK5 inh	RTF Ca sens act	CAL PDZ FP-2	compound
6	0	-2	9	2	-9	0.1	1.1	0	-8	Cc1cc(C)n(C2CC(=O)N(c3cccc(Cl)c3)C2=O)n1 (stereo not given)
8	1	3	10	-12	1	0.3	-0.8	5	·	O=C(Cn1nc(-c2ccc(Cl)cc2)ccc1=O)NCCN1CCOCC1
-4	0	1	7	6	4	-1.4	-2.3	2	-1	CCN(CC)CCN1C(=O)C(=O)/C(=C(/O)c2ccc(C)cc2)C1c1cccnc1 (stereo not given)
-16	6	-3	·	-7	3	0.0	-0.5	·	0	O=[N+]([O-])c1ccccc1CSc1ccccn1
7	1	2	5	8	11	-13	0.9	1	-4	Nc1nnnn1/N=C/c1ccc(Br)cc1
1	·	-2	-5	1	-12	-0.6	0.0	-5	-4	O=C1Nc2ccccc2C1=Nc1ccc(F)cc1
2	-2	0	-7	-13	-11	-1.3	1.1	6	-3	COc1ccc(C(=O)NC(=S)NNC(=O)c2cccnc2)cc1
-10	-7	3	3	-8	2	0.5	0.0	0	·	COc1ccccc1/C=C/C(=O)OC(C)CN1CCOCC1 (stereo not given)
3	0	-3	-3	84*	-6	-3.8	-1.6	-4	-2	Oc1ccccc1Nc1nc(NCc2ccccc2)c2ccccc2n1
6	0	3	48	-8	2	-0.7	-4.9	-7	·	O=C(CC(=O)c1cccnc1)c1ccccc1

Quoted from the listing.
CAL PDZ FP-1 result of O=[N+]([O-])c1ccccc1CSc1ccccn1 = 0.0
RTF Ca sens act result of Oc1ccccc1Nc1nc(NCc2ccccc2)c2ccccc2n1 = -4
